IP6K1 inh = IP6K1 kinase inhibition; hit rate 0.81% among 140,000; IP6K1 kinase, ADP-Glo luminescence, 2 h; hits give low values; Q92551; activity change, % (series mostly up to about 58 µM); in the data active means activity change below about -25%
Target sequence (Q92551 whole entry, looked up): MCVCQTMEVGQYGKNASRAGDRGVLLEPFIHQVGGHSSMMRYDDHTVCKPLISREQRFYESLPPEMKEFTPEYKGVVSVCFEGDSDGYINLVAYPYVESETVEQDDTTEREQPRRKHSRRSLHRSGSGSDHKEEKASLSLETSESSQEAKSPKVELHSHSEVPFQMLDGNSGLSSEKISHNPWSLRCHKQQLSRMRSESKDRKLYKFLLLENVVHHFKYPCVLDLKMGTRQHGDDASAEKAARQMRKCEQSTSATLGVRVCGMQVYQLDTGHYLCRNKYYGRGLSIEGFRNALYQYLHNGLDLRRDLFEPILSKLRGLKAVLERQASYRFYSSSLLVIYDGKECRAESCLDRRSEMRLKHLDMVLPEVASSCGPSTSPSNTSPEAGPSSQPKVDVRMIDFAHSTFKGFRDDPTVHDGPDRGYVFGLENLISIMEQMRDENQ
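ADP-Glo luminescence measures ADP made by human IP6K1 during a 2 h RT reaction with ATP/IP6 (mix at 1.3 mM/130 uM); top library doses 57.5 and 19.1 uM final.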
GPT2 inh = GPT2 alanine aminotransferase inhibition; hit rate 0.25% among 100,000; Potency, µM (highest dose often 57.7 µM), for inactives: at the top dose activity change, negative = inhibition, actives largely listed as inhibitors; AID 1671188; Recombinant GPT2, coupled pyruvate oxidase/HRP Amplex Red fluorescence; Q8TD30; further: potency means the concentration at half of the fitted maximal effect; nearly all actives have a fitted effect of over 60% in size; many of its hits are not listed in these tables
Target sequence (Q8TD30 whole entry, looked up): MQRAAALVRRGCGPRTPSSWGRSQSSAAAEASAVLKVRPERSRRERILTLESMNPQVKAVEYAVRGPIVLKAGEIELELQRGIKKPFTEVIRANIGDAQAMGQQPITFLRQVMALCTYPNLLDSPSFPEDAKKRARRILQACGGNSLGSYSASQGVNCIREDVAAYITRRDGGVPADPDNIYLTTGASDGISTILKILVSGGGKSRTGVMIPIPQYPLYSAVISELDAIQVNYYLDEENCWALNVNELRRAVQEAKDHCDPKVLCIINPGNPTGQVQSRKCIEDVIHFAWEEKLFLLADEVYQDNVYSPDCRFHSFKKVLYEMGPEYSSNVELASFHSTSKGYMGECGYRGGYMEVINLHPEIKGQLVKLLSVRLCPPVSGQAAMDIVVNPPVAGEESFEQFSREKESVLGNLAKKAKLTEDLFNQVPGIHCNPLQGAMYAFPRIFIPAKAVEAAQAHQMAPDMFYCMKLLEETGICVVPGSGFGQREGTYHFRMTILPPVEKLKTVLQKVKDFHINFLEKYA
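Recombinant GPT2 (10ng/uL) with 250uM a-KG and 2mM L-alanine, 30 min at room temperature, in HEPES pH 7.5 buffer. Pyruvate detected by pyruvate oxidase/HRP/Amplex Red fluorescence after 30 min in the dark; AOA (50uM) as positive control.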
HEK cytotox = cytotoxic compounds in HEK 293 cells. HEK 293 viability, ATP luminescence (CellTiter-Glo), 48-72 h. Potency, µM (titrated, usually from 115 µM), inactives show top-dose activity change, negative = cytotoxicity, hits mostly inhibitors. hit rate 6.6% among 94,000. AID 1345083; further: potency means the concentration at half of the fitted maximal effect; nearly all actives have a fitted effect of over 60% in size
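Viability of HEK 293 cells, plated at 250 cells/well, was judged by cellular ATP after compound treatment for 48 or 72 hr. Luminescence was imaged 10 min after CellTiter-Glo addition at room temperature.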
FLuc inh = inhibitors of firefly (Photinus pyralis) luciferase. P08659. purified P. pyralis luciferase, luminescence, biochemical. Potency, µM (top dose mostly 115 µM), without a hit: top-dose activity change, negative = inhibition, hits mostly inhibitors. hit rate 2.5% among 76,000; further: potency means the concentration at half of the fitted maximal effect; nearly all actives have a fitted effect of over 65% in size
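Purified P. pyralis luciferase (10nM final) in 50mM Tris acetate pH 7.5, 10mM Mg acetate, 0.01% Tween-20, 0.05% BSA with 10uM D-luciferin and 10uM ATP. Compounds titrated qHTS. Luminescence imaged on CCD.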
HEK293 viab = cell viability loss counter-screen; HEK-293-SNCA-luc viability, GF-AFC fluorescence, 24 h; Potency, µM (doses to about 57.1 µM), for the others: at the top dose activity change, negative = cytotoxicity, usual class: cytotoxic; hit rate 0.12% among 150,000; AID 1671193;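 further: potency means the concentration at half of the fitted maximal effect; 0% = DMSO-treated cells and -100% = medium-only wells without cells; nearly all actives have a fitted effect of over 30% in size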
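HEK-293-SNCA-luc cells (1500/well) plated 24 h, then exposed 24 h to a dilution series; GF-AFC added 30 min at 37C, fluorescence 405/540 nm; normalised to medium-only and DMSO wells, Hill fit.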
3T3 cytotox = kills NIH 3T3 cells | NIH 3T3 viability, CellTiter-Glo ATP luminescence, 48-72 h | Potency, µM (doses to about 96.7 µM), for the others: at the top dose activity change, negative = cytotoxicity, hits mostly inhibitors | hit rate 4.3% among 94,000; further: potency means the concentration at half of the fitted maximal effect; nearly all actives have a fitted effect of over 55% in size
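Mouse fibroblast NIH 3T3 cells, 400 per well, received compound via pintool and were incubated for 48 or 72 hr prior to CellTiter-Glo ATP luminescence measurement.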
SNCA expr inhib = reduces expression of the alpha-synuclein gene. hit rate 0.17% among 140,000. Potency, µM (titrated, usually from 57.2 µM), for inactives: at the top dose activity change, negative = inhibition, usual class: inhibitors. HEK-293 SNCA-luciferase knock-in, luminescence, 24 h;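 further: potency means the concentration at half of the fitted maximal effect; plate controls were DMSO cells for no effect and cell-free wells for full effect; nearly all actives have a fitted effect of over 45% in size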
The depositor's hits bear a star; i = inactive; ? = inconclusive; . = no result given; & = joins results of further samples; [ ] = remark or other dose. Unless noted, the call rests on the fitted dose curve; in most records, active means well fitted curve in the direction sought with a large enough effect; inconclusive means small, poorly fitted or top-dose-only effect, or another doubt; inactive means no such curve, though single readings can be large; an effect the other way counts as inactive or inconclusive. Unless noted, on the % scale 0 is the no-effect control and ±100 the full control effect.

Each structure is followed by: IP6K1 inh, GPT2 inh, HEK cytotox, FLuc inh, HEK293 viab, 3T3 cytotox, SNCA expr inhib
1. NC(=O)c1nnn([C@H]2CCN3C(=O)[C@@H](Cc4c[nH]c5ccccc45)NC(=O)[C@@H]3C2)c1C(N)=O
    0, -9%, -4%, -4%, 4%, -1%, 0%
2. Cc1ccc(N(C)C(=O)c2sc3nc4n(c(=O)c3c2C)CCCC4)cc1C
    -7, ., ., ., -10%, ., -31%
3. Cn1cc(S(=O)(=O)N2Cc3ccccc3C[C@H]2C(=O)NC(C)(C)C)cn1
    4, i, i, -5%, 3%, -1%, ?
4. Nc1ccc(S(=O)(=O)Nc2nccs2)cc1
    31&5, -13%&4%, ., ., -19%, ., 12%[25.6 µM]
5. CNCCN1C(=O)CC[C@H]2CN(C(=O)CCc3ccsc3)CC[C@H]21
    8, -1%, -2%, -2%, -2%, -12%, 4%
6. CCCNC(=O)[C@H]1CCC[C@H]1NC(=O)c1ccc(OC)cc1
    8, i, -7%, -3%, -22%, -10%, 20%
7. O=C1CCCN1CC(=O)N1C[C@@H](COCC2CC2)[C@H](c2ccncc2)C1
    -8, 0%, i, 1%, -11%, 3%, -1%
8. COCCN1CCC(CN(Cc2ccc(Cl)s2)CC2CCCO2)CC1 (centres undefined)
    1, -10%, -3%, 4%, 1%, -16%, 1%
9. COc1ccc(/C=C/c2onc(C)c2S(=O)(=O)N2CCC(C(=O)N3CCCCC3)CC2)cc1
    -2, ., ., ., -4%, ., -2%
10. CC(=O)NCC(=O)N1Cc2ccccc2CC2(CCCN(CC3CCNCC3)C2)C1 (centres undefined)
    0, 0%, i, ., -8%, i, 3%
11. COc1ccc(-c2nc(C3CC(=O)N(c4ccc(C)cc4)C3)no2)cn1 (centres undefined)
    15, i, -3%, 3%, -2%, i, 15%
12. COc1ccc(Cl)cc1NC(=O)CN(c1cccc(C)c1C)S(=O)(=O)c1ccccc1
    -15, ., ., ., 16%, ., 4%
13. CC1CCN(C(=O)[C@@H](C)C2CC[C@@]3(C)CC[C@H](NC(=O)c4ccccn4)[C@@H](C)[C@@H]3[C@H]2O)CC1 (some centres undefined)
    1, 1%, 1%, 10%, 3%, 4%, -13%
14. CNC(=O)[C@@H]1C[C@H](N)CN1S(=O)(=O)c1cccc(OC)c1
    8, -1%[11.5 µM], 2%, 1%, 8%, -1%, 22%
15. C=CCNC(=O)C(NC(=O)c1cccc(C)c1)C1CCN(C(=O)c2ccccc2OC)CC1 (centres undefined)
    -8, 0%, -8%, -3%, -2%, i, 3%

The closing 3 entries of the section above come first, to join the parts:
Each structure is followed by: IP6K1 inh, GPT2 inh, HEK cytotox, FLuc inh, HEK293 viab, 3T3 cytotox, SNCA expr inhib
13. CC1CCN(C(=O)[C@@H](C)C2CC[C@@]3(C)CC[C@H](NC(=O)c4ccccn4)[C@@H](C)[C@@H]3[C@H]2O)CC1 (some centres undefined)
    1, 1%, 1%, 10%, 3%, 4%, -13%
14. CNC(=O)[C@@H]1C[C@H](N)CN1S(=O)(=O)c1cccc(OC)c1
    8, -1%[11.5 µM], 2%, 1%, 8%, -1%, 22%
15. C=CCNC(=O)C(NC(=O)c1cccc(C)c1)C1CCN(C(=O)c2ccccc2OC)CC1 (centres undefined)
    -8, 0%, -8%, -3%, -2%, i, 3%
16. O=C(/C=C/c1ccc(O)cc1)OC1[C@H](O)CC(O)(C(=O)O)C[C@H]1O (some centres undefined)
    6, -8%[27.3 µM], ., ., -5%, ., .
17. Cc1nc(-c2c3n(c(=O)n(CC(=O)Nc4ccccc4F)c2=O)CCCCC3)no1
    5, 2%, 3%, 11%, 3%, i, -2%
18. CC(=O)Nc1cc(NC(C)=O)cc(-c2nc3ccccc3[nH]2)c1
    -6, ., ., ., ?, ., ?
19. N#Cc1ccc(CN2CCc3nc(N4CCc5ccccc5C4)[nH]c(=O)c3CC2)cc1
    -3, i, -14%, -3%, 2%, -3%, -16%
20. COc1nc2sc(C(=O)NC3CC3)c(N)c2c(C)c1Cl
    1, i, ., ., -2%, ., .
21. CNC(=O)[C@@H]1C[C@@H](O)CN1C1CCN(C(=O)CCc2nc3ccccc3s2)CC1
    7, i, -2%, 0%, -7%, i, 23%
22. CCN1CCN(Cc2cc(C)cc(CN(C)Cc3ccccn3)c2C)CC1
    -2, 5%, -8%, 0%, 1%, -30%, 13%
23. CCc1nonc1NC(=O)c1oc2ccccc2c1C
    14, ., ., ., 6%, ., 80%[activator]
24. O=C(NCc1ccc(F)cc1F)c1ccc2nnc(C3CCOCC3)n2c1
    -7, ., 2%[172 µM], ., ., -22%[138 µM], .
25. COCCN1CCC2(C1)CN(C)c1ccc(C(=O)NCCOc3ccccc3)cc12 (centres undefined)
    16, 0%[88.5 µM], ?, -27%[172 µM], 8%[87.6 µM], ?, 97%[activator][87.6 µM]
26. Cc1ccccc1-c1nccn2c(C3CN(Cc4ccccc4O)C3)ncc12
    -3, -24%[88.5 µM], 89µM*, -22%[172 µM], -8%[87.6 µM], 100µM*, 2%[87.6 µM]
27. CCN(CC)S(=O)(=O)c1ccc(NC(=O)[C@H](CSCc2ccccc2)N2Cc3ccccc3C2=O)cc1
    -1, ., ., ., 7%, ., -1%
28. CCn1c(CN2CCN(C)CC2)nc2cc(NC(=O)c3ccc([N+](=O)[O-])cc3)ccc21
    -12, ., ., ., -12%, ., 8%
29. CCc1nc(-c2c3n(c(=O)n(CC(=O)NCc4ccccc4)c2=O)CCCCC3)no1
    0, i, 0%, 3%, -3%, 3%, 0%
30. Cc1ccc(N2CCN(C(=O)c3c(C)oc4ncnc(N5CCOCC5)c34)CC2)c(C)c1
    -3, ., ., ., 9%, ., 4%
31. Cc1cc(OCC(=O)NCC2(N3CCN(C)CC3)CCCCC2)cc(C)c1Cl
    -8, ., ., ., ?, ., ?
32. CCCCN1C(=O)[C@@H]2C[C@@H](O)CN2C2(CN(Cc3cccs3)C2)C1=O
    -3, ?, -16%[172 µM], -10%[172 µM], 3%[87.6 µM], -19%[174 µM], -11%[87.6 µM]
33. COc1c(O)cc2c(c1O)C(=O)O[C@H](C)[C@H]2O
    -8, ?, ., ., -9%, ., .
34. COc1cccc(NC(=O)Cn2c(=O)n(CCCCC(=O)NCCc3ccccc3)c(=O)c3ccccc32)c1
    6, ., ., ., -24%, ., -8%
35. COc1cc(CO)cc(OC)c1O[C@@H]1O[C@H](CO)[C@@H](O)[C@H](O)[C@H]1O
    10, i, ., ., -6%, ., .
36. Cc1c(C)n(Cc2ccccc2)c2ccc(C(=O)N3CCN(c4ccccc4)CC3)cc12
    0, ., ., ., 0%, ., 18%
37. CCOC(=O)CN1CCN(C(=O)CCc2cc3cc(OC)ccc3[nH]c2=O)CC1
    23, -17%, -2%, -9%, ?, -18%, ?
38. Cc1ccccc1C(=O)N1CCCN(c2ccc3nnc(C)n3n2)CC1
    0, ., -2%, ., ., -10%, .
39. Cn1ncc(N2CCCC(CC(=O)N3CCSCC3)C2)cc1=O (centres undefined)
    19, -16%, -3%, -11%, 11%, -11%, 7%
40. CC(C)(C)c1cc(C[C@@H]2C[C@H](NS(C)(=O)=O)C2(C)C)no1
    2, -9%[88.5 µM], ?, -3%[172 µM], 8%[87.6 µM], -15%[174 µM], 11%[87.6 µM]
41. CC(=O)N[C@@H]1CN(Cc2cccc(Br)c2)C[C@H]1CO
    2, 5%, i, -4%, 5%, 3%, -7%
42. Cn1c([C@H]2CCN(Cc3ccc(F)c(F)c3)C2)nc2ccccc21
    -12, 4%[88.5 µM], 50µM*, 10%[172 µM], -18%[87.6 µM], ?, -26%[87.6 µM]
43. CCc1ccc(NC(=O)COCc2cc(-c3ccc(F)cc3)on2)cc1
    2, ., ., ., 5%, ., 14%
44. O=C(Nc1cccc(C(F)(F)F)c1)Nc1ccc2snnc2c1
    1, ., ., ., -5%, ., -18%
45. O=C(c1ccccc1)N1CCN(CCCn2nc3n(c2=O)CCCC3)CC1
    -8, ., -1%, ., ., -5%, .

Following part.
item | SMILES | IP6K1 inh | GPT2 inh | HEK cytotox | FLuc inh | HEK293 viab | 3T3 cytotox | SNCA expr inhib
46 | COc1cccc(NS(=O)(=O)c2ccc3[nH]cc(C(=O)N(C)Cc4ccco4)c(=O)c3c2)c1 | -12 | . | . | . | 0% | . | 5%
47 | COc1cc(CN2CC=C(C)CC2)ccc1OCC(O)CN1CCSCC1 (centres undefined) | 3 | i | -10% | 14% | 3% | -1% | ?
48 | Cc1ccc2c(c1)N(C(=O)Nc1cccc3c1CCCC3)CC(C)O2 (centres undefined) | 1 | . | . | . | -5% | . | ?
49 | CC(c1cccs1)N(C)Cc1ccc(C(F)(F)F)cc1 (centres undefined) | -3&1 | 2%[88.5 µM] | -10%&-8%[172 µM] | -8%&-9%[172 µM] | 10%&-3%[87.6 µM] | 3%&-13%[138 µM] | 3%&-1%[87.6 µM]
50 | C[S+](=O)([O-])NC1CCN(c2ccnc3ccnn23)C1 (centres undefined) | -1 | -8%[88.5 µM] | -27%[172 µM] | . | -3%[87.6 µM] | -22%[138 µM] | -3%[87.6 µM]
51 | COc1cccc(CCC(=O)N2CCC(Cc3nc(C4CC4)n[nH]3)CC2)c1 | -7 | 1% | i | 10% | 7% | 5% | 3%
52 | CCN1CCN(c2ncnc3c2cnn3-c2ccc(C)cc2)CC1 | 15 | . | . | . | -5% | . | 181%[activator]
53 | CCOCCn1ccc2c(OCC(=O)NCc3ccc(C)cc3)cccc2c1=O | -15 | . | . | . | 11% | . | 11%
54 | CN1CCC(NC(=O)C2CCCN(S(C)(=O)=O)CCC(=O)NCC2)CC1 (centres undefined) | 4 | i | i | 3% | ? | 4% | -31%
55 | Cc1ccccc1-c1nc(CS(=O)(=O)CC(=O)NCC(C)c2ccccc2)c(C)o1 (centres undefined) | 4 | . | . | . | -3% | . | 22%
56 | CCOc1ccc(NC(=O)Cn2c(-c3cnccn3)nc(C)c(C)c2=O)cc1 | 0 | i | -23% | -2% | 1% | -20% | 4%
57 | Cc1cc(C)c(Cn2c(C)c(CNCc3ccccc3C)c(C(=O)O)c2C)c(C)c1 | 3 | . | . | . | 1% | . | ?
58 | CN1CC[C@H](N(Cc2ccccc2)Cc2ccccc2)C[C@H](O)C1 | 6 | . | ? | . | . | ? | .
59 | CCCSc1ncnc2c1c(-c1ccccc1)cn2-c1ccccc1OC | 7 | . | . | . | -8% | . | -10%
60 | N#Cc1ccc(NC(=O)c2ccc3c(c2)nnn3C2CCCC2)cc1 | 6 | . | . | . | -9% | . | -10%
61 | COc1ccc(CN2C(=O)[C@@H]3C[C@@H](CN3Cc3cccs3)Oc3ccccc32)cc1 | -11 | -3%[88.5 µM] | 79µM* | -25%[172 µM] | ? | ? | ?
62 | CCOCCCNC(=O)C1CCN(c2nc3ccc(Cl)cc3[nH]2)CC1 | 24 | . | . | . | 2% | . | 33%[activator]

Source: PubChem (National Center for Advancing Translational Sciences (NCATS))
